GRK2 inh = compounds blocking aptamer binding on GRK2 – biochemical, human GRK2, bead flow cytometry, HTS, primary screen. Beta-adrenergic receptor kinase 1 (Homo sapiens), P25098. inhibition of aptamer binding, % at 10 µM. FAM-aptamer displacement from GRK2. 0.59% of 330,000 active;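 active = inhibition of aptamer binding above 40%, roughly 3 SD of noise, on plates passing a quality check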;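 also: median bead fluorescence of bound FAM aptamer so fluorescent compounds give negative values; no value below 0 was filed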
AGP1-GFP MLPCN = modulators of AGP1-GFP expression in yeast TOR pathway, primary screen, cell-based, multiplex flow cytometry, S. cerevisiae, MLPCN library; 3 h; GFP as percent of DMSO wells; GFP response vs DMSO, % at 10 µM; 0.02% of 320,000 active; AID 2066, 2009;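 active = GFP response relative to DMSO above a set limit, near screen average plus 3 SD, cut at about 150% in these data; inconclusive = fewer than 70 cells counted for the yeast strain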;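 also: median GFP channel fluorescence of the gated AGP1 strain per well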
CIT2 TOR yeast = modulators of CIT2-GFP expression in yeast, primary screen, S. cerevisiae, GFP fusion, multiplex flow cytometry, MLPCN library | S. cerevisiae CIT2-GFP strain, 3 h; 100 means same as DMSO wells | GFP response vs DMSO, % at 10 µM | 0.065% of 320,000 active | AID 2029, 2009;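 active = GFP response relative to DMSO above a set limit, near the screen mean plus 3 SD, cut at about 150% in these data; inconclusive = Fewer than 70 cells measured for a yeast strain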;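 also: ratio of well median GFP fluorescence to mean of DMSO wells on the plate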
VLA-4 inh = inhibition in human VLA-4 binding assay, primary screen, VLA-4 allosteric modulator project, MLPCN library, flow cytometry, VLA-4 expressing cells; ligand binding flow cytometry; Integrin alpha-4 (Homo sapiens), P13612; 0.2% of 330,000 active; inhibition, % (about 7 µM as worked out from the volumes in the protocol); in the data active = inhibition above about 50%
LAP4 TOR yeast = modulators of LAP4-GFP expression in yeast, primary screen, S. cerevisiae, multiplex flow cytometry, MLPCN library. 0.34% of 320,000 active. AID 2023, 2009. GFP response vs DMSO, % at 10 µM. 3 h; median GFP as percent of DMSO wells;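 active = GFP response vs DMSO above a set limit, about the screen mean plus 3 SD, cut at about 150% in these data; inconclusive = under 70 cell events counted for the yeast strain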
GASC-1 inh = inhibitors of GASC-1 histone demethylase, primary screen, biochemical, fluorescence, DELFIA europium. Lysine-specific demethylase 4C (Homo sapiens), Q9H3R0. GST-JMJD2C(1-420) H3K9me3 demethylation. inhibition, % at 2.35 µM. 0.069% of 330,000 active. AID 2099, 2009;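 active = more than half of a compound's replicate wells show inhibition beyond 50%, single wells judged on their own value; inconclusive = some, but no more than half, of replicates pass 50% inhibition; inactive = no replicate passes 50% inhibition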;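 also: signal counts dimethyl H3K9 product captured on neutravidin plate; 0% = median of DMSO wells and 100% = 0.3 times that DMSO median; strong numbers were not always called active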
Target sequence (Q9H3R0 1-420 limits assumed): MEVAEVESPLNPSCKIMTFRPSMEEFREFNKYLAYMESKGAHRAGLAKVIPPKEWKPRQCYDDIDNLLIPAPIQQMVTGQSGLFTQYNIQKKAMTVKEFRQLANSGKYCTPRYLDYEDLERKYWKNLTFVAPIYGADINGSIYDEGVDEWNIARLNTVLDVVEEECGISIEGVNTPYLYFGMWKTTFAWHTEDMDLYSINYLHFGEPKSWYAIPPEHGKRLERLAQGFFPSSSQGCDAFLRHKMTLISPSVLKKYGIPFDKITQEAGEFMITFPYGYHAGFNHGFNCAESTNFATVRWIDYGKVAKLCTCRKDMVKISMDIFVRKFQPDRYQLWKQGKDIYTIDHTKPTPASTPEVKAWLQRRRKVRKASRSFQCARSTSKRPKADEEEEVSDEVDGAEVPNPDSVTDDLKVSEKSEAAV
RPL19A-GFP yeast = RPL19A-GFP expression modulators in yeast, primary screen, cell-based, S. cerevisiae, multiplex flow cytometry, MLPCN. percent response vs DMSO, % at 10 µM. 0.3% of 330,000 active. S. cerevisiae RPL19A-GFP strain, 3 h; stronger effect = lower value;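 active = percent response vs DMSO below 50%; inconclusive = fewer than 70 events counted for the yeast strain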;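 also: median channel GFP fluorescence of the barcoded RPL19A-GFP strain; ratio of sample median GFP to plate DMSO average so 100% = DMSO; lower means less RPL19A-GFP as with rapamycin TOR inhibition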
MEP2-GFP yeast = modulators of MEP2-GFP levels in yeast, primary screen, S. cerevisiae, multiplex flow cytometry, MLPCN library; S. cerevisiae MEP2-GFP strain, 3 h; 100% = DMSO control level; GFP response vs DMSO, % at 10 µM; 0.51% of 330,000 active; AID 2016, 2009;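 active = GFP response versus DMSO above a set limit, roughly screen mean plus 3 SD, cut at about 180% in these data; inconclusive = fewer than 70 cells counted for a yeast strain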;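 also: median GFP fluorescence of the barcode-gated MEP2-GFP cells per well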
* marks the source's active call; other numbers are inactive results; ? = inconclusive; · = not tested or not shown; [ ] = remark or other dose.

1: O=C1CN(C(=O)COC(=O)c2cccc(OCc3ccccc3)c2)c2ccccc2N1
2: CCOC(=O)CSc1nnc(CNc2ccc(Cl)cc2)n1Cc1ccccc1
3: COc1ccccc1NC(=S)NCc1ccc2c(c1)cc(C)n2C
4: CC1CCCCC1NC(=O)C1CCN(C(=O)NC2CCCCC2)CC1 (stereo unspecified)
5: Cc1cc(-c2n[nH]c(=S)n2/N=C/C=C/c2ccco2)n[nH]1
6: Cc1nc(SCC(=O)NCC2CCCO2)c2oc3ccccc3c2n1 (stereo unspecified)
assay / compound	1	2	3	4	5	6
LAP4 TOR yeast	96	96	112	90	82[may fluoresce violet]	106
MEP2-GFP yeast	100	98	99	100	396*[may fluoresce violet]	102
GRK2 inh	4	0	20	6	5	0
AGP1-GFP MLPCN	105	99	104	101	?	98
GASC-1 inh	-10	10	-30	11	0	-2
CIT2 TOR yeast	101	103	93	·	?	94
VLA-4 inh	9	1	6	7	-7	12
RPL19A-GFP yeast	98	102	95	95	37*[may fluoresce violet]	95

7: COc1ccc(C(=O)NCc2csc(C)n2)cc1OC1CCN(C(C)=O)CC1
8: CCOC(=O)c1c(NC(=O)c2ccoc2C)sc(C)c1C
9: Cc1ccc(-c2nn(CCC(=O)Nc3cccnc3)c(=O)c3ccccc23)cc1
10: COCC(=O)N(Cc1cc2ccc(C)cc2[nH]c1=O)c1ccc(C)cc1C
11: CCN(CC#CCC1(O)c2ccccc2-c2ccccc21)CCO
12: Cc1ccc(C2=NCCn3c2c2ccc([N+](=O)[O-])cc2[n+]3[O-])cc1
assay / compound	7	8	9	10	11	12
LAP4 TOR yeast	105	101	106	100	104	121
MEP2-GFP yeast	104	98	99	119	104	102
GRK2 inh	6	1	0	0	0	3
AGP1-GFP MLPCN	105	105	99	100	95	85
GASC-1 inh	-1	-2	-7	4	-10	-4
CIT2 TOR yeast	101	103	101	102	92	94
VLA-4 inh	-9	8	-16	14	5	-23
RPL19A-GFP yeast	108	105	97	104	98	94

13: CCC(C)C(=O)Nc1nnc(SCC(=O)NC(C)(C)C)s1 (stereo unspecified)
14: COc1ccccc1OCC(=O)N(Cc1nc(-c2ccccc2)no1)C(C)C
15: CN(C)CCCn1c2c(c(SCC(=O)Nc3cccc4ccccc34)nc1=O)CCCC2
16: COc1ccc(/C=C/C(=O)OC(C)C(=O)c2ccccc2)cc1OC (stereo unspecified)
17: O=C(NCc1ccc(Cl)cc1)C1CCC(CNc2c(N3CCCC3)c(=O)c2=O)CC1 (stereo unspecified)
18: COc1ccc(Cl)cc1NC(=S)NCCSc1ccc(C)cc1
assay / compound	13	14	15	16	17	18
LAP4 TOR yeast	92	98	112	98	116	89
MEP2-GFP yeast	100	103	103	98	103	98
GRK2 inh	1	2	0	0	0	2
AGP1-GFP MLPCN	98	104	110	95	107	89
GASC-1 inh	-14	-5	2	0	6	2
CIT2 TOR yeast	91	99	98	103	109	103
VLA-4 inh	2	13	0	24	-7	21
RPL19A-GFP yeast	99	105	100	93	102	102

Marked active in MEP2-GFP yeast, among the entries above:
5: Cc1cc(-c2n[nH]c(=S)n2/N=C/C=C/c2ccco2)n[nH]1
assay / compound	5
LAP4 TOR yeast	82[may fluoresce violet]
MEP2-GFP yeast	396*[may fluoresce violet]
GRK2 inh	5
AGP1-GFP MLPCN	?
GASC-1 inh	0
CIT2 TOR yeast	?
VLA-4 inh	-7
RPL19A-GFP yeast	37*[may fluoresce violet]

Additional records follow:
19: CCN1C(=O)C(O)(CC(=O)c2cccc(-n3cccc3)c2)c2ccccc21 (stereo unspecified)
20: CCc1nc2ccccc2n1Cc1ccccc1F
21: COc1ccc(NC(=O)CC2(CC(=O)N3CCOCC3)CCCC2)cc1Cl
22: CCn1c(=S)sc2c(=O)n(-c3ccccc3)c(=S)[nH]c21
23: C/C(=N\NC(=O)c1cc(C(C)(C)C)[nH]n1)C12CC3CC(CC(C3)C1)C2
24: Cc1ccc(C)n1-c1nccc(-c2ccco2)n1
assay / compound	19	20	21	22	23	24
LAP4 TOR yeast	96	90	94	92	98	97
MEP2-GFP yeast	108	99	92	97	103	102
GRK2 inh	1	0	0	5	0	0
AGP1-GFP MLPCN	104	96	98	90	110	97
GASC-1 inh	1	1	2	-1	4	-6
CIT2 TOR yeast	116	97	97	100	106	98
VLA-4 inh	11	-4	-8	-5	19	21
RPL19A-GFP yeast	104	97	92	98	92	100

25: COc1ccc(-c2nsc3c(SCc4ccccc4)ncnc23)cc1
26: CCCCn1c(NCc2ccc3c(c2)OCO3)nc2ccccc21
27: COc1ccccc1N(CC(=O)NCCSCc1ccccc1Cl)S(C)(=O)=O
28: CCN(Cc1nc(-c2ccccc2)no1)C(=O)COc1cccc(OC)c1
assay / compound	25	26	27	28
LAP4 TOR yeast	103	101	104	106
MEP2-GFP yeast	97	104	111	113
GRK2 inh	0	0	1	2
AGP1-GFP MLPCN	120	103	102	103
GASC-1 inh	-17	7	-6	-1
CIT2 TOR yeast	88	103	97	106
VLA-4 inh	6	-3	7	16
RPL19A-GFP yeast	100	103	108	109

Compounds listed so far with four or more nitrogen atoms, in the order listed:
2: CCOC(=O)CSc1nnc(CNc2ccc(Cl)cc2)n1Cc1ccccc1
5: Cc1cc(-c2n[nH]c(=S)n2/N=C/C=C/c2ccco2)n[nH]1
9: Cc1ccc(-c2nn(CCC(=O)Nc3cccnc3)c(=O)c3ccccc23)cc1
12: Cc1ccc(C2=NCCn3c2c2ccc([N+](=O)[O-])cc2[n+]3[O-])cc1
13: CCC(C)C(=O)Nc1nnc(SCC(=O)NC(C)(C)C)s1 (stereo unspecified)
15: CN(C)CCCn1c2c(c(SCC(=O)Nc3cccc4ccccc34)nc1=O)CCCC2
23: C/C(=N\NC(=O)c1cc(C(C)(C)C)[nH]n1)C12CC3CC(CC(C3)C1)C2
assay / compound	2	5	9	12	13	15	23
LAP4 TOR yeast	96	82[may fluoresce violet]	106	121	92	112	98
MEP2-GFP yeast	98	396*[may fluoresce violet]	99	102	100	103	103
GRK2 inh	0	5	0	3	1	0	0
AGP1-GFP MLPCN	99	?	99	85	98	110	110
GASC-1 inh	10	0	-7	-4	-14	2	4
CIT2 TOR yeast	103	?	101	94	91	98	106
VLA-4 inh	1	-7	-16	-23	2	0	19
RPL19A-GFP yeast	102	37*[may fluoresce violet]	97	94	99	100	92
